Screening data: PubChem BioAssay, National Center for Advancing Translational Sciences (NCATS)
NPC1 prom act: activates the NPC1 promoter | Potency, µM (top dose mostly 9.22 µM), inactives show top-dose activation, usual class: activators | 320,000 compounds, 2.4% hits | Huh7 NPC1 promoter luciferase reporter, 24 h;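 further: potency means the concentration at half of the fitted maximal effect; % of control where 0% means no effect; nearly all actives have a fitted effect of over 60% in size; reporter is driven by a mutant NPC1 promoter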
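Cells: Huh7 expressing luciferase under the NPC1 promoter, 1500/well. Seeded 2 h, compound added, incubated 24 h at 37 °C. Luciferase reagent, 10 min ambient, then luminescence.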
VP16 counter: Gal4-VP16 reporter inhibition counter-screen. Drosophila S2 Gal4-VP16 UAS-luciferase, luminescence, 20 h. Potency, µM (doses to about 53.6 µM), without a hit: at the top dose activity, negative = inhibition, most hits filed as inhibitors. 310,000 compounds, 3.5% hits. AID 2546;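 further: Gal4-VP16 expression switched on by copper sulfate through the metallothionein promoter; potency means the concentration at half of the fitted maximal effect; on the % scale 0 is the no-effect control and ±100 the full control effect; nearly all actives have a fitted effect of over 50% in size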
Menin MLL FP TR: menin-MLL binding inhibition, Texas Red mutant peptide | O00255 | Menin + Texas Red MLL mutant peptide, fluorescence polarization | Potency, µM (top dose mostly 61.6 µM), for inactives: at the highest dose FP activity change, negative = inhibition, actives largely listed as inhibitors | 270,000 compounds, 0.23% hits; active means well fitted inhibition curve with a large enough effect in the polarisation, with a control signal flat, not every such curve was filed as active; inconclusive means small, poorly fitted or top-dose-only effect, or effect the other way, or a change in a side signal; inactive means no such curve, though single readings can be large or run the other way; the % refers to the polarisation; further: potency means the concentration at half of the fitted maximal effect; % of control where 0% means no effect; many of its hits are not listed in these tables
PKM2 activator: activators of human pyruvate kinase M2; purified PKM2, Kinase-Glo ATP luminescence, activation; response scale: 0% is enzyme alone, no compound; Potency, µM (top dose mostly 57.5 µM), for the others: top-dose activation, hits mostly activators; 260,000 compounds, 0.34% hits; AID 1631; further: potency means the concentration at half of the fitted maximal effect; on the % scale 0 is the no-effect control and ±100 the full control effect; nearly all actives have a fitted effect of over 55% in size
Target sequence (P14618 whole entry, looked up): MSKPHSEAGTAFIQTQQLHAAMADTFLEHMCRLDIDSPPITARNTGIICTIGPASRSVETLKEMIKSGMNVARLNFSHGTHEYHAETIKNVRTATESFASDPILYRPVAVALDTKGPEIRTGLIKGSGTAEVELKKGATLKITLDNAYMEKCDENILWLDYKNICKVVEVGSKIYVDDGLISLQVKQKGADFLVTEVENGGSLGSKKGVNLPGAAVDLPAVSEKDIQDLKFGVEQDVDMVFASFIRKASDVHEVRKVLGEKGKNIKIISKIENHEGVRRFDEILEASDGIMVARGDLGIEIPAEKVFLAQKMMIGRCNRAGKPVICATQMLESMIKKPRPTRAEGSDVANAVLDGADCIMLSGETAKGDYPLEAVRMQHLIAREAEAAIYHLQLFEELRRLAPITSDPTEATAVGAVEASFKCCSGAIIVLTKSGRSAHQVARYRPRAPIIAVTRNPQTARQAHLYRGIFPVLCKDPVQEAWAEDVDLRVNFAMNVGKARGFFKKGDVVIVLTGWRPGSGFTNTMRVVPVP
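Kinase-Glo luminescence reports ATP generated from ADP (0.1 mM) and PEP (0.5 mM) by purified hPK-M2 after 1 h at room temperature, pH 7.2 imidazole buffer; intermediate enzyme activity allows detecting inhibitors and activators.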
RORgamma inh: inhibitors of mouse ROR gamma transcriptional activity | P51450 | Drosophila S2 Gal4-RORgamma UAS-luciferase reporter, 20 h | Potency, µM (series often up to 53.6 µM), for inactives: at the top dose activity change, negative = inhibition, most hits filed as inhibitors | 310,000 compounds, 5.4% hits | AID 2551; further: potency means the concentration at half of the fitted maximal effect; on the % scale 0 is the no-effect control and ±100 the full control effect; nearly all actives have a fitted effect of over 60% in size
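A Gal4/UAS one-hybrid system in insect cells: metallothionein-promoter Gal4–ROR gamma fusion plus Photinus luciferase reporter. Copper sulfate 700 uM final, 20 hr ambient incubation, luminescent detection after 10 min with reagent.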
FLuc modulator: inhibits or activates purified firefly luciferase, miR-21 counter-screen; P08659; purified FLuc, Km substrates, luminescence inhibition; Potency, µM (highest dose often 57.5 µM), without a hit: at the top dose activity change, negative = inhibition, actives largely listed as inhibitors; 360,000 compounds, 6.9% hits; AID 588342;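 further: potency means the concentration at half of the fitted maximal effect; plate controls were vehicle for no effect and reference inhibitor for full effect; nearly all actives have a fitted effect of over 55% in size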
Target sequence (P08659 whole entry, looked up): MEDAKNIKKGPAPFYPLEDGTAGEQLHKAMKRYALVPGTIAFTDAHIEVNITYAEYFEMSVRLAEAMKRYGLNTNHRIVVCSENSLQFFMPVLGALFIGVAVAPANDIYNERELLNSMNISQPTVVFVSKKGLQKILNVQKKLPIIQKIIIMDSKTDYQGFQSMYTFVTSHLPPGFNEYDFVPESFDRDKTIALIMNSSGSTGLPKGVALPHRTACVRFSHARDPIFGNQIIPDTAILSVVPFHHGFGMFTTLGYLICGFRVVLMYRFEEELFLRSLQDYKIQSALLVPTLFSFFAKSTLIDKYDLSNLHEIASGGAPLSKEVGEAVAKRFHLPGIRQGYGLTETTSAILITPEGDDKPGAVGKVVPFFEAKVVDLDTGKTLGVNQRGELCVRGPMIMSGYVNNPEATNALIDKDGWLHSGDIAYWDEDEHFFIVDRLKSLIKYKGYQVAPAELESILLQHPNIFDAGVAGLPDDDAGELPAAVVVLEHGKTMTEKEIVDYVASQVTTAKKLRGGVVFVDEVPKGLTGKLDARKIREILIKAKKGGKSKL
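Purified P. pyralis luciferase, 10 nM final, with Km-level 10 uM D-luciferin and 10 uM ATP in 50 mM Tris acetate pH 7.5, 10 mM Mg acetate, 0.01% Tween-20, 0.05% BSA; 6-point qHTS titration about 60 µM downward; luminescence read.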
ELG1 genotoxic: genotoxicity induction in ELG1-luciferase HEK293T cells | HEK293T ELG1-luciferase reporter, luminescence, 16 h | 330,000 compounds, 1.3% hits | Potency, µM (titrated, usually from 46 µM), for inactives: top-dose activity change, positive = activation, most hits filed as activators; further: potency means the concentration at half of the fitted maximal effect; % of control where 0% means no effect; nearly all actives have a fitted effect of over 60% in size
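Genotoxicity was scored as increased ELG1-luciferase reporter signal, measured by ONE-Glo luminescence (30 min, room temperature). Compound or vehicle exposure of the HEK293T reporter cells lasted 16 hr at 37°C.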
Giardia kill: kills Giardia lamblia; activity change, % at 7.66 µM, hits read low; AID 540267; Giardia lamblia trophozoite viability; 340,000 compounds, 0.15% hits; in the data active means activity change below about -80%; inconclusive means between about -30% and that limit;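 further: parasites exposed to compound for two days anaerobically before the ATP read; on the % scale 0 is the no-effect control and ±100 the full control effect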
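Trophozoites 100 cells/well + cpd; 48 hrs, 37 deg C, anaerobic. ATPLite 1-Step added, 15-30 min RT, luminescence read (ATP-based viability).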
BRCA1 expr up: increases BRCA1 expression | MCF7-BRCA1-FFLuc reporter, luminescence, 48 h; response scale: scaled: vehicle 0%, 10 µM genistein 100% | Potency, µM (highest dose often 46.1 µM), without a hit: at the top dose activation, usual class: activators | 380,000 compounds, 1.1% hits | AID 624202; further: potency means the concentration at half of the fitted maximal effect; nearly all actives have a fitted effect of over 80% in size; some results filed as inactive show a strong effect at the top dose
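Compounds are tested at multiple concentrations on MCF7 BRCA1-luciferase reporter cells seeded at 2000 per well; after 48 h, a single luminescence end-point is taken and curves fitted to the normalized data.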
p53 reactivation: restores transcriptional activity of mutant p53 | Potency, µM (highest dose often 92.2 µM), for inactives: at the highest dose activity change, positive = activation, usual class: activators | 320,000 compounds, 0.063% hits | H1299 p53-A138V BP100-luciferase reporter, luminescence, 24 h; further: potency means the concentration at half of the fitted maximal effect; % of control where 0% means no effect; nearly all actives have a fitted effect of over 45% in size
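p53-null H1299 cells stably carrying temperature-sensitive p53-A138V and a BP100-luciferase reporter were pinned with compounds (4-point, 1:5 series) and held 24 hrs at 37 deg C. Luminescence was read 10 min after detection reagent.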
Rab9 promoter act: Rab9 promoter activation; 320,000 compounds, 2.8% hits; Huh7 Rab9 promoter-luciferase reporter, luminescence, 24 h; Potency, µM (highest dose often 9.22 µM), without a hit: top-dose activation, negative = inhibition, most hits filed as activators; AID 485297; further: potency means the concentration at half of the fitted maximal effect; % of control where 0% means no effect; nearly all actives have a fitted effect of over 60% in size
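Measured in stably transfected Huh7 cells bearing a Rab9 promoter–luciferase construct: 24 h compound treatment at 37 °C, followed by luminescence detection.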
Starred values were filed as active, the others as inactive; ? = inconclusive; . = no result given; [ ] = dose if it differs, or a comment. Unless noted, the call rests on the fitted dose curve; in most records, active means well fitted curve in the direction sought with a large enough effect; inconclusive means small, poorly fitted or top-dose-only effect, or another doubt; inactive means no such curve, though single readings can be large; an effect the other way counts as inactive or inconclusive.

SMILES	NPC1 prom act	VP16 counter	Menin MLL FP TR	PKM2 activator	RORgamma inh	FLuc modulator	ELG1 genotoxic	Giardia kill	BRCA1 expr up	p53 reactivation	Rab9 promoter act
Cc1cccc(C)c1N=Cc1c(C(F)(F)F)[nH][nH]c1=O	-3%	1%	0%	-1%	-25%	-3%	-6%	2	-4%	2%	1%
CCOc1cccc2sc(Cl)nc12	-1%	-3%	4%	1%	-15%	5%	0%	-1	0%	13%	-7%
Cc1ccccc1NC(=S)NNC(=O)c1ccoc1C	?	0%	-27%	-16%	?	-1%	4%	3	33%	?	?
CS(=O)(=O)N1CCC(C(=O)Nc2cc(Cl)cc(Cl)c2)CC1	1%	-1%	18%	9%	28%	-3%	-12%	6	0%	-4%	0%
O=C(N/N=C/c1ccc(OCc2ccccc2)cc1)c1ccc(O)cc1	7%	11µM*	?	-5%	8.9µM*	?	-7%	-11	73%	-2%	?
Cc1cc(C)n(-c2ccc(NC(=O)C3CCCCN3C(=O)c3sccc3C)cc2)n1 (configuration not stated)	2%	-4%	.	0%	4%	-2%	-16%	20	1%	-4%	5%
O=S(=O)(NCCc1csc(-c2ccccc2)n1)c1cccnc1	-4%	-15%	.	2%	1%	-5%	2%	3	27%	5%	14%
Cc1cc(C)nc(-n2nc(C)cc2NC(=O)c2ccc3c(c2)OCO3)n1	-3%	0%	-8%	-2%	-17%	3%	-2%	.	.	-2%	5%
C=CCn1c(SCC(=O)c2c(N)n(C3CC3)c(=O)[nH]c2=O)nnc1-c1ccoc1C	-1%	.	.	.	.	0%	0%	1	-16%	17%	-1%
COc1ccccc1C(c1nnnn1Cc1ccccc1)N1CCN(c2nc3ccccc3s2)CC1 (configuration not stated)	10%	4%	-23%	7%	?	0%	-10%	5	-35%	2%	-8%
COCCCNC(=S)N/N=C/c1ccc(O)cc1O	2%	-26%	.	1%	-37%	?	1%	-4	3%	4%	-6%
CCCC(C)C(=O)Nc1ccc(Cl)cn1 (configuration not stated)	-3%	-4%	11%	0%	40%	0%	7%	-11	-13%	1%	0%
CC1Sc2ccc(C(=O)NCc3ccccn3)cc2NC1=O (configuration not stated)	-14%	.	.	.	.	?	0%	0	-40%	11%	-30%[inhibitor]
COCc1nnc(NC(=O)C23CC4CC(CC(C4)C2)C3)s1	-3%	.	.	.	.	12%	3%	-6	47%	3%	13%
COc1cc2nc(COc3ccccc3[N+](=O)[O-])oc(=O)c2cc1OC	0%	?	1%	1%	5%	-13%	1%	4	57%	3%	-14%
Cc1ccc(OCC(=O)n2cnnc2N)c(C)c1	-1%	2%	-4%	0%	15%	?	3%	.	.	26%	-2%
O=C(CSc1ncn[nH]1)c1ccc2c(c1)OCCO2	12%	-6%	9%	2%	-2%	?	?	-7	73%	27%	-1%[1.84 µM]
C=Cn1nc(C)c2ccccc2c1=O	8%	0%	0%	-5%	18%	-21%	-5%	-22	5%	-10%	-2%
CC(C)Nc1nc(-c2cccnc2)nc(-c2ccc(Cl)cc2)c1C#N	-10%	13%	15%	.	-4%	0%	5%	-2	-32%	2%	-8%
COC(=O)CCC(=O)c1ccn(S(=O)(=O)c2ccccc2)c1	-5%	7%	-11%	.	-3%	-3%	3%	-21	-4%	0%	-1%
CSc1ccccc1NC(=O)c1cc2c(=O)n3ccccc3nc2s1	14%	-10%	?	1%	-1%	-3%	14%	-20	-24%	10%	21%
CC1(C)CC(NC(=O)COc2ccc3ccccc3c2)CC(C)(C)N1	-2%	19%	0%	0%	-3%	0%	-3%	-1	-24%	-18%	-14%
O=C(COc1ccc(F)cc1)N1CCC(c2ccccc2)C1 (configuration not stated)	29%	-2%	3%	5%	10%	19µM*	?	-4	?	?	?
COc1ccc(CNc2cccc3[nH]c(C(F)(F)F)nc23)cc1	-5%	-5%	?	.	?	1%	-12%	15	-71%	12%	-6%[1.84 µM]
Cc1ccc(OCCCCNC(C)(C)C)c([N+](=O)[O-])c1	-3%	-3%	-9%	-2%	0%	3%	-4%	-5	-10%	?	-6%
CC(=O)N1CCc2cc(S(=O)(=O)NCCCN3CCCCC3)ccc21	0%	-2%	.	.	-8%	-1%	4%	39[activator]	3%	3%	2%
CC(C)(C)Nc1nc(Oc2ccc(=O)[nH]n2)nc(N2CCOCC2)n1	-2%	-6%	1%	0%	-6%	6%	0%	0	0%	3%	-2%
CC(O)c1cccc(NC2=CC(=O)CC(C)(C)C2)c1 (configuration not stated)	-2%	-2%	33%[activator]	-3%	-16%	-1%	-3%	-10	0%	-2%	-7%
CN1C(=O)C(CC(=O)Nc2ccc(F)cc2)N(Cc2cccs2)C1=S (configuration not stated)	3%	?	.	?	?	3%	-4%	1	-23%	-2%	-8%
CN1CCN(S(=O)(=O)c2ccc(NC(=O)c3ccc(F)cc3Cl)cc2)CC1	0%	.	8%	-3%	.	-1%	2%	5	8%	.	3%
COc1cc(Cl)nn(-c2ccccc2)c1=O	2%	2%	-15%	-19%	10%	-2%	0%	-8	-12%	-2%	-3%
CCCn1nc(NC(=O)COC)c2cc3cccc(C)c3nc21	-5%	3%	-1%	.	-12%	-1%	-9%	4	-6%	4%	-4%
N#Cc1ccccc1Sc1ccccc1C(=O)Nc1ccc2ccccc2c1	-1%	-10%	-19%	6%	18%	-3%	-2%	-22	-20%	4%	-6%
CCSc1nnc(NC(=O)COc2ccccc2[N+](=O)[O-])s1	?	12%	17%	7%	2%	?	?	12	85%	24%	?
Cc1cc(Cl)ccc1OCc1nnc(-c2ccccc2C)o1	?	.	.	.	.	?	?	-15	10µM*	11%	4µM*
CCCNC(=O)Cn1c(=O)/c(=C\c2ccc(-c3ccc([N+](=O)[O-])cc3)o2)s/c1=C\C(=O)C(C)(C)C	0%	2%	18µM*	-2%	37%	-2%	-4%	-16	-22%	-10%	-1%

Of the compounds above, these have a halogen.
SMILES	NPC1 prom act	VP16 counter	Menin MLL FP TR	PKM2 activator	RORgamma inh	FLuc modulator	ELG1 genotoxic	Giardia kill	BRCA1 expr up	p53 reactivation	Rab9 promoter act
Cc1cccc(C)c1N=Cc1c(C(F)(F)F)[nH][nH]c1=O	-3%	1%	0%	-1%	-25%	-3%	-6%	2	-4%	2%	1%
CCOc1cccc2sc(Cl)nc12	-1%	-3%	4%	1%	-15%	5%	0%	-1	0%	13%	-7%
CS(=O)(=O)N1CCC(C(=O)Nc2cc(Cl)cc(Cl)c2)CC1	1%	-1%	18%	9%	28%	-3%	-12%	6	0%	-4%	0%
CCCC(C)C(=O)Nc1ccc(Cl)cn1 (configuration not stated)	-3%	-4%	11%	0%	40%	0%	7%	-11	-13%	1%	0%
CC(C)Nc1nc(-c2cccnc2)nc(-c2ccc(Cl)cc2)c1C#N	-10%	13%	15%	.	-4%	0%	5%	-2	-32%	2%	-8%
O=C(COc1ccc(F)cc1)N1CCC(c2ccccc2)C1 (configuration not stated)	29%	-2%	3%	5%	10%	19µM*	?	-4	?	?	?
COc1ccc(CNc2cccc3[nH]c(C(F)(F)F)nc23)cc1	-5%	-5%	?	.	?	1%	-12%	15	-71%	12%	-6%[1.84 µM]
CN1C(=O)C(CC(=O)Nc2ccc(F)cc2)N(Cc2cccs2)C1=S (configuration not stated)	3%	?	.	?	?	3%	-4%	1	-23%	-2%	-8%
CN1CCN(S(=O)(=O)c2ccc(NC(=O)c3ccc(F)cc3Cl)cc2)CC1	0%	.	8%	-3%	.	-1%	2%	5	8%	.	3%
COc1cc(Cl)nn(-c2ccccc2)c1=O	2%	2%	-15%	-19%	10%	-2%	0%	-8	-12%	-2%	-3%
Cc1cc(Cl)ccc1OCc1nnc(-c2ccccc2C)o1	?	.	.	.	.	?	?	-15	10µM*	11%	4µM*

Copied from the list:
FLuc modulator result of CCCn1nc(NC(=O)COC)c2cc3cccc(C)c3nc21 : -1%
BRCA1 expr up result of N#Cc1ccccc1Sc1ccccc1C(=O)Nc1ccc2ccccc2c1 : -20%

An excerpt; the hit share may differ from the screen's.
